NR5A2 inv ag = suppresses constitutive activity of human LRH-1. inhibition, % at 3.6 µM. AID 602396. HEK293T StAR-luciferase reporter, LRH-1 transfected, 24 h. actives 0.13% (n = 360,000);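 active means inhibition above the mean inhibition of all tested compounds plus 3 SD, cut at about 73% in these data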;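 further: 0% = DMSO wells and 100% = reporter-only cells lacking LRH-1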
C8 TRAIL sens = sensitizes caspase-8 expressing cells to TRAIL; NB7+C8 cells + TRAIL, ATPlite viability luminescence; inhibition (viability loss, TRAIL sensitization), % at 10 µM; actives 1% (n = 360,000);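 active means compounds causing at least 50% loss of cell viability in the single-dose screen, relative to plate controls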
NCOA3 inh = human NCOA3 inhibition | Q9Y6Q9 | HEK293 GAL4-SRC3 luciferase reporter, luminescence | actives 0.17% (n = 360,000) | AID 588352 | inhibition, % at 3.6 µM;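 active means inhibition above a per-campaign cutoff, the mean of all compounds plus 3 SD, cut at about 60% in these data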;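 further: 0% = DMSO-treated cells and 100% = gossypol-treated cells at 36 µM; higher means less SRC3-driven luciferase light from the GAL4 reporter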
TWEAK Fn14 block = inhibitors of TWEAK-Fn14 interaction signaling; TWEAK-stimulated Fn14 reporter cells, luciferase luminescence, 8 h; inhibition, % at 10 µM; actives 2% (n = 360,000); AID 1159606; in the data active means inhibition above about 50%
KKLEB tox = reduces viability of KKLEB cystic fibrosis airway cells. KKLEB CF airway cells viability, ATPlite luminescence, overnight; hits give low values; cells stimulated with P. aeruginosa culture filtrate. activity change (cytotoxicity), % at 5 µM. actives 0.36% (n = 360,000);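 active means corrected activity change at or below -50% at 5 µM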
LMP1 NFkB inh = reduces LMP1-driven NF-kappaB luciferase signal. LMP1-induced NF-kappaB luciferase reporter cells, luminescence. inhibition, % at 12.5 µM. actives 0.69% (n = 350,000). AID 504558; in the data active means inhibition above about 41%;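 further: 0% = neutral control wells and 100% = reference inhibitor control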
COUP-TFII inh = blocks human COUP-TFII nuclear receptor; P24468; HEK293T NGFI-A luciferase reporter, luminescence; inhibition, % at 8.6 µM; actives 0.7% (n = 370,000);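 active means inhibition above a per-plate cutoff, mean inhibition of test wells between control levels plus 3 SD, cut at about 38% in these data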;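 further: cells cotransfected with COUP-TFII expression vector driving the NGFI-A reporter; 0% = median of COUP-TF2 test wells and 100% = reporter-only cells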
CF NFkB inh = blocks PAF-induced NF-kB reporter in cystic fibrosis cells. inhibition, % at 5 µM. AID 588850. KKLEB NF-kB-GFP reporter, GFP fluorescence overnight. actives 0.86% (n = 360,000);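 active means at least 50% inhibition at 5 µM, scaled per plate between neutral and stimulator controls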;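 further: PAF is a Pseudomonas aeruginosa culture filtrate used as stimulus; plate controls were PAF-stimulated DMSO wells for no effect and unstimulated DMSO wells for full effect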
Shn3 inh set2 = Schnurri-3 reporter inhibition in Clone20 osteoblasts | inhibition, % at 12.5 µM | Clone20 osteoblast Shn3 3'UTR firefly luciferase, 24 h | actives 0.52% (n = 360,000);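 active means mean inhibition of at least 75% with every replicate also reaching 75%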;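 further: 0% = median of neutral control wells and 100% = pilot-screen positive control compound; some compounds past the cut are filed as inactive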
SRC1 inh = inhibitors of human steroid receptor coactivator 1 (SRC1); actives 0.12% (n = 360,000); inhibition, % at 3.6 µM; HEK293 GAL4-SRC1 luciferase reporter, luminescence;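 active means inhibition above the campaign mean plus 3 SD, with each screening campaign given its own cutoff, cut at about 60% in these data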;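 further: 0% = DMSO treated cells and 100% = gossypol at 36 µM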
TROY NFkB inh = TROY signaling inhibition | AID 1347056 | Q293 LMP1-TROYcd NF-kB luciferase reporter, 4 h | actives 0.98% (n = 360,000) | inhibition, % at 10 µM;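 active means compounds whose plate-normalised and pattern-corrected inhibition of the luciferase reporter signal at the single screening dose is 50% or more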
* marks the source's active call; other numbers are inactive results; nt = no result given. These rows are one share of the data, so the mix of outcomes need not match the whole.

#	canonical_smiles	NR5A2 inv ag	C8 TRAIL sens	NCOA3 inh	TWEAK Fn14 block	KKLEB tox	LMP1 NFkB inh	COUP-TFII inh	CF NFkB inh	Shn3 inh set2	SRC1 inh	TROY NFkB inh
1	Clc1cccc(N/N=C/c2ccc(N3CCOCC3)s2)c1	-2	-19	7	-32	2	-6	-9	-17	-3	-4	-14
2	OCC[C@H]1C[C@@H](O)[C@H](O)[C@@]2(Cc3ccccc3O2)O1	-4	-7	6	-3	-13	-16	2	-2	-4	-5	4
3	CCN(CC(=O)Nc1cc(S(=O)(=O)N2CCOCC2)ccc1Cl)Cc1ccccc1	22	16	11	17	-15	9	11	-7	73	-4	32
4	NC(=S)NN=C(c1ccc(Br)cc1)C1CC1	19	-1	-6	-13	5	-2	0	-11	9	-24	-17
5	O=C(CC(C(=O)O)N1CCOCC1)Nc1ccc(Cl)cc1 (stereo unspecified)	11	-2	9	4	9	4	-1	-11	21	-7	13
6	COc1ccc(OC)c(N=C2C(=O)Nc3ccccc32)c1	-30	2	6	8	-11	-5	-6	1	7	-11	9
7	CCOc1ccc(OCCSc2nc3ccccc3[nH]2)cc1	-7	2	-10	12	8	-2	0	-16	58	3	14
8	CCOc1cccc(N2C(=O)CC(N(CCc3ccc(OC)c(OC)c3)C(=O)CC)C2=O)c1 (stereo unspecified)	-2	-1	18	-5	1	8	-2	3	1	1	-5
9	O=C(c1cc(C2CCCCN2S(=O)(=O)c2ccc(F)cc2F)on1)N1CCOCC1 (stereo unspecified)	-6	-21	13	-8	4	nt	12	-13	5	10	4
10	O=C(COC(=O)C1CC1)Nc1ccc(Cl)cn1	10	-10	10	9	-5	2	-3	4	-1	-18	-5
11	O=C(O)c1cc(Cl)c(Cl)cc1C(=O)N1CCCC1	-20	-12	-6	2	-2	1	-2	5	-10	4	-2
12	CCCn1c(=O)c(C(=O)NCCc2ccc(OC)c(OC)c2)c(O)c2ccccc21	5	-8	7	1	-7	4	6	-1	15	11	-16
13	Brc1ccc(-c2ccc(/C=N/Nc3nc4ccccc4[nH]3)o2)cc1	-60	52*	-59	-6	-26	-36	-43	-10	-103	-58	-24
14	CCOc1ccc(NC(=O)c2ccc(OCC3CCCO3)cc2)cc1S(=O)(=O)N(CC)CC (stereo unspecified)	-6	22	7	7	-14	5	13	11	34	1	26
15	COC(=O)c1ccc(-n2c(C)cc(-c3csc(NC(=O)c4ccc(S(=O)(=O)N(C)C)cc4)n3)c2C)cc1	-24	-13	9	-6	9	5	8	11	-6	2	-25

Looked up one by one from the entries so far, two records:
#	canonical_smiles	NR5A2 inv ag	C8 TRAIL sens	NCOA3 inh	TWEAK Fn14 block	KKLEB tox	LMP1 NFkB inh	COUP-TFII inh	CF NFkB inh	Shn3 inh set2	SRC1 inh	TROY NFkB inh
1	Clc1cccc(N/N=C/c2ccc(N3CCOCC3)s2)c1	-2	-19	7	-32	2	-6	-9	-17	-3	-4	-14
13	Brc1ccc(-c2ccc(/C=N/Nc3nc4ccccc4[nH]3)o2)cc1	-60	52*	-59	-6	-26	-36	-43	-10	-103	-58	-24

The results go on:
#	canonical_smiles	NR5A2 inv ag	C8 TRAIL sens	NCOA3 inh	TWEAK Fn14 block	KKLEB tox	LMP1 NFkB inh	COUP-TFII inh	CF NFkB inh	Shn3 inh set2	SRC1 inh	TROY NFkB inh
16	NCCc1nnc(SCc2ccccc2)o1	-23	0	11	-4	7	-5	7	11	-9	2	5
17	CC1=C(N2CCOCC2)CCC1=O	5	3	-8	9	0	-11	20	-16	9	-24	-9
18	CSc1ccc(CN(C)C(C)C(=O)NCC2CCCCC2)cc1 (stereo unspecified)	16	5	12	36	4	1	-2	-1	29	2	-1
19	COc1ccc(S(=O)(=O)Nc2ccc(Oc3ccsc3C(=O)O)cc2)cc1	19	7	6	-7	6	2	11	4	15	-2	-7
20	O=C(Nc1nc(-c2ccco2)cs1)c1ccccc1	-89	11	-29	-1	10	-14	-28	-9	-67	-48	9
21	CCCCNS(=O)(=O)c1ccc2nc(-c3cccnc3)cc(C(=O)NCCOC)c2c1	5	5	18	4	-1	-2	14	-5	-4	8	6
22	CC(C)c1ccccc1NC(=S)NC(C)c1ccccc1 (stereo unspecified)	12	3	0	-52	9	-3	5	1	14	-13	-12
23	CC(CN1CCOCC1)OC(=O)c1cccc(Cl)c1 (stereo unspecified)	4	-11	-2	-4	7	4	-15	-17	-2	12	-22
24	CCOc1ccc(C(C)NC(=O)c2cccc(F)c2)cc1 (stereo unspecified)	14	0	7	5	-2	1	2	-8	30	-4	0
25	Cc1ccc(C(=O)NS(=O)(=O)c2ccc(N=NN(C)C)cc2)cc1	-7	-6	11	10	-7	9	8	3	-28	-6	-9
26	CCN(c1ccccc1)c1nc2ccsc2c(=O)s1	1	3	-26	-26	0	-13	-4	10	-19	-52	-26
27	O=C(COC(=O)C12CC3CC(CC(C3)C1)C2)N1CCN(S(=O)(=O)c2ccccc2)CC1	11	-27	21	18	-2	5	6	-2	21	-6	17
28	CCc1nc2sc3c(O)cc(=O)[nH]c3c2cc1C	-6	13	1	3	-38	0	22	46	-12	-8	16
29	O=C(COC(=O)CNC(=O)c1ccccc1)Nc1nc(-c2ccccc2)cs1	-46	-7	-15	-13	9	-8	-11	0	-38	-28	-34
30	COc1ccccc1N1CCN(/N=C(\C)c2ccccc2O)CC1	-15	21	-59	-4	18	-26	-7	2	1	-68	-6

5 of the compounds above, with two lines to a compound.
Sequence of screens: NR5A2 inv ag, C8 TRAIL sens, NCOA3 inh, TWEAK Fn14 block, KKLEB tox, LMP1 NFkB inh, COUP-TFII inh, CF NFkB inh, Shn3 inh set2, SRC1 inh, TROY NFkB inh
[17] CC1=C(N2CCOCC2)CCC1=O
→ 5, 3, -8, 9, 0, -11, 20, -16, 9, -24, -9
[18] CSc1ccc(CN(C)C(C)C(=O)NCC2CCCCC2)cc1 (stereo unspecified)
→ 16, 5, 12, 36, 4, 1, -2, -1, 29, 2, -1
[19] COc1ccc(S(=O)(=O)Nc2ccc(Oc3ccsc3C(=O)O)cc2)cc1
→ 19, 7, 6, -7, 6, 2, 11, 4, 15, -2, -7
[20] O=C(Nc1nc(-c2ccco2)cs1)c1ccccc1
→ -89, 11, -29, -1, 10, -14, -28, -9, -67, -48, 9
[21] CCCCNS(=O)(=O)c1ccc2nc(-c3cccnc3)cc(C(=O)NCCOC)c2c1
→ 5, 5, 18, 4, -1, -2, 14, -5, -4, 8, 6

Sorted by formula weight (largest number first): three of the compounds above.
#	canonical_smiles	NR5A2 inv ag	C8 TRAIL sens	NCOA3 inh	TWEAK Fn14 block	KKLEB tox	LMP1 NFkB inh	COUP-TFII inh	CF NFkB inh	Shn3 inh set2	SRC1 inh	TROY NFkB inh
25	Cc1ccc(C(=O)NS(=O)(=O)c2ccc(N=NN(C)C)cc2)cc1	-7	-6	11	10	-7	9	8	3	-28	-6	-9
18	CSc1ccc(CN(C)C(C)C(=O)NCC2CCCCC2)cc1 (stereo unspecified)	16	5	12	36	4	1	-2	-1	29	2	-1
23	CC(CN1CCOCC1)OC(=O)c1cccc(Cl)c1 (stereo unspecified)	4	-11	-2	-4	7	4	-15	-17	-2	12	-22

New compounds follow.
#	canonical_smiles	NR5A2 inv ag	C8 TRAIL sens	NCOA3 inh	TWEAK Fn14 block	KKLEB tox	LMP1 NFkB inh	COUP-TFII inh	CF NFkB inh	Shn3 inh set2	SRC1 inh	TROY NFkB inh
31	O=C(NNc1ccccc1)Nc1cc(Cl)ccc1Cl	-2	3	-11	-13	-15	-5	-3	12	-19	-10	3
32	COc1ccc2c(c1)CC/C(=C\c1ccc(OC)c(Cn3cccn3)c1)C2=O	15	16	13	59*	-9	-25	-3	-11	0	-30	44
33	COc1cccc(OCC(O)CN(CCO)Cc2ccccc2)c1 (stereo unspecified)	7	-8	-9	-27	-5	-1	11	14	7	-9	0
34	CC(C)(C)c1csc(NC(=O)C2=COCCO2)n1	-127	5	-87	-12	9	-42	-38	-9	-62	-87	-47
35	O=C(COC(=O)C1CCCCC1)Nc1cccc(F)c1	5	-4	4	-40	3	-1	18	16	8	4	-31
36	CN(C)c1ccc([N+](=O)[O-])cc1C(=O)NCC(c1ccco1)N(C)C (stereo unspecified)	-12	13	2	35	10	-6	-1	6	-11	-2	-17
37	Cc1nc(N(C)C2CCCCC2)c2nnn(Cc3ccc(F)cc3)c2n1	0	12	-26	19	4	-11	2	1	-6	-4	-6
38	Cc1cccc(C(=O)OCC(=O)N2CC(=O)Nc3ccccc32)c1C	12	-1	-6	-16	13	-3	-6	-8	-1	2	0
39	C/C(=N\NC(=O)c1cccc(Cl)c1)c1cccc(NC(=O)C(C)C)c1	-93	4	-67	-15	4	0	-56	-2	0	-68	-58
40	CC1(C)CCCC2=C1CC1C(=O)N(N)C(=O)C1C2 (stereo unspecified)	-11	-8	16	11	10	-2	2	3	2	-20	5
41	N/C(=N\OC(=O)c1cccs1)c1ccccc1	-127	11	-106	-21	10	0	-37	-23	-75	-114	-21
42	COc1ccc(-c2nn(-c3ccccc3)cc2C(=O)N(C)CC(=O)Nc2ccc(N3CCOCC3)cc2)cc1	-5	-31	-9	4	-7	-3	-11	-1	3	2	-3
43	CC(C)C(=O)Nc1ccc(S(=O)(=O)N2CCC(c3nc4ccccc4[nH]3)CC2)cc1	2	20	15	-16	1	2	-3	0	-1	-8	31
44	O=C(Nc1ccc(Br)cn1)c1ccc(Cl)s1	-122	2	-81	2	4	-38	-50	-34	-76	-81	-29
45	Brc1ccc(-c2csc(N3CCC(c4ccccc4)C3)n2)cc1 (stereo unspecified)	-1	-14	-37	-4	-1	-20	-17	-14	-6	-8	-14
46	CC(O)(c1cccc(F)c1)c1nc(-c2cc3ccccc3o2)cs1 (stereo unspecified)	4	-5	-17	10	-1	nt	10	1	15	-12	-53
47	C1CCCCCC(NCCN2CCNCC2)CCCCC1	-3	10	9	-38	-11	-37	-4	15	12	6	4
48	CN1C(=O)CSc2ccc(NC(=O)Nc3ccccn3)cc21	-34	7	-35	38	-6	-36	1	21	-41	-45	-22
49	COc1ccc(N(C(=O)c2snc(C(N)=O)c2N)C(C(=O)NC2CCCC2)c2cc(OC)ccc2OC)cc1 (stereo unspecified)	5	17	11	-8	-10	2	3	-3	7	16	-2
50	Cc1ccc(OCCC(=O)OCC(=O)Nc2ccc(N3CCOCC3)cc2)cc1	48	17	10	-3	6	-8	-25	2	-6	3	-1
51	c1ccc2c3c([nH]c2c1)-c1[nH]ncc1CC3	27	1	12	13	-3	3	11	30	1	7	-3
